# Rat MKP-3 inhibitors – MKP-3 phosphatase inhibitors, primary screen, biochemical, rat enzyme, in vitro (AID 425); inhibition, % at 20 µM, or IC50 in µM where a hit was titrated; hit rate 0.17% among 110,000; recombinant MKP-3 phosphatase activity, fluorescence; higher % means a stronger effect; in the data active means inhibition above about 50%;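 further: plate controls were vehicle for no effect and reference inhibitor for full effect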
# Hsp70 displacement – Hsp70 inhibitors, probe displacement, primary screen, biochemical, fluorescence polarization (AID 583) | Hsp70 fluorescence polarization probe displacement, mP; higher % means a stronger effect | one-dose displacement, % at 20 µM; IC50 in µM for titrated hits | hit rate 0.06% among 140,000; in the data active means displacement above about 50%;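 further: plate controls were vehicle for no effect and reference ligand for full effect; a part of the inactive calls stands beside numbers as strong as those of hits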
# * hit, by the source's call; . = no result given; & = joins results of further samples.
# Values run as follows: Rat MKP-3 inhibitors | Hsp70 displacement
O=C1N=c2ccccc2=C1c1sc(=S)n(-c2cccc(C(F)(F)F)c2)c1O
    1% | 6.7%
Cc1nnc(SCC(=O)NC(C)(C)C)n1CCc1ccccc1
    1% | 1.8%
COC(=O)C(Cc1cnc(Cl)s1)(C(=O)OC)c1ccc([N+](=O)[O-])cc1[N+](=O)[O-]
    . | -0.3%
CN(C)c1nc(OCCOC(=O)Nc2ccc(Cl)cc2Cl)nc(N(C)C)n1
    4% | 1.9%
Cc1ccc(NCC(=O)N/N=C\c2cccc(OC(=O)c3ccco3)c2)cc1
    0% | -1.0%
COc1ccc(-c2nn3c(-c4ccccc4)nnc3s2)cc1
    -7% | 7.3%
Cc1ccnc(NS(=O)(=O)c2ccc(N3C(=O)c4c(Cl)c(Cl)c(Cl)c(Cl)c4C3=O)cc2)n1
    -3% | 4.7%
COc1ccc(-n2c(SCC(=O)Nc3ccccc3C)nc(O)c(Cc3ccccc3)c2=O)cc1
    1% | -1.6%
O=C(NC1(C(=O)NC2CCCCC2)CCCCC1)c1ccc2c(c1)OCO2
    -15% | 0.0%
CCOC(=O)c1c(C)cc(=O)oc1C
    . | -7.6%
CCOC(=O)C1=C(c2ccccc2)OC(N(C)C)C(c2ccccc2)=C1 (centres undefined)
    0% | 3.0%
Cc1nn(-c2cccc(Cl)c2)c2c1C(c1cccnc1)C(C#N)=C(N)O2 (centres undefined)
    -5% | 2.5%
CCCCN(CCCNC(=O)c1c(C)cc(=O)oc1C)c1ccccc1
    -5% | 5.0%
COc1ccc(C(C)NC(=O)CCc2ccccc2)cc1 (centres undefined)
    2% | -3.7%
COC(=O)CNC(=O)C1CCCN1C(=O)OC(C)(C)C (centres undefined)
    10% | 0.3%

# Entries of single compounds from above:
# Cc1ccnc(NS(=O)(=O)c2ccc(N3C(=O)c4c(Cl)c(Cl)c(Cl)c(Cl)c4C3=O)cc2)n1 is listed as Rat MKP-3 inhibitors: -3%; Hsp70 displacement: 4.7%
# COC(=O)CNC(=O)C1CCCN1C(=O)OC(C)(C)C (centres undefined) is listed as Rat MKP-3 inhibitors: 10%; Hsp70 displacement: 0.3%
# Cc1nnc(SCC(=O)NC(C)(C)C)n1CCc1ccccc1 is listed as Rat MKP-3 inhibitors: 1%; Hsp70 displacement: 1.8%

# Later entries
# Values run as follows: Rat MKP-3 inhibitors | Hsp70 displacement
COc1cc(C=C2C(=O)NC(=O)NC2=O)cc(Br)c1OCc1ccc([N+](=O)[O-])cc1
    2% | -4.8%
Cc1ccc(C)n1-c1ccc(-c2nnc3n2CCCCC3)s1
    -7% | -2.5%
Cc1ccc(-n2ncc3c(N4CCC(C(N)=O)CC4)ncnc32)c(C)c1
    3% | 1.7%
O=C(Nc1ccc(Cl)cc1)c1ccncc1
    -7%&3% | -1.6%
OC(Cn1cccn1)c1ccccc1 (centres undefined)
    1% | 3.8%
CCOC(=O)c1c(C)c(C(=O)NCc2ccco2)c(C)n1Cc1ccccc1
    8% | 0.2%
O=C(NC(=S)Nc1ccc2oc3ccccc3c2c1)c1ccccc1
    4% | -2.2%
Cc1nc(C)c(C(=O)/C=C(\O)C(=O)O)o1
    0% | -1.0%
COC(=O)c1ccc(CSc2nnc3n(Cc4ccccc4OC)c(=O)c4ccccc4n23)o1
    -8% | 3.4%
CC(=O)OC(OC(C)=O)C12C=CC(O1)C1C(=O)N(c3cc(C(F)(F)F)ccc3Cl)C(=O)C12 (centres undefined)
    2% | -1.6%
CCSc1nnc(NC(=O)CSc2ccccc2)s1
    2% | -0.5%
CC(C)OC(=O)CN1CCN(S(=O)(=O)c2cc(Cl)ccc2Cl)CC1
    6% | -3.1%
O=S(=O)(NCC(c1ccccc1)N1CCNCC1)c1ccccc1 (centres undefined)
    -2% | -3.7%
N#C/C(=C\Nc1ccc(S(=O)(=O)Nc2nccs2)cc1)c1nc(-c2ccc(Cl)cc2)cs1
    1% | 4.8%
CCn1c(O)c(N=NC(=O)CNC(=O)/C=C/c2ccco2)c2ccccc21
    . | -3.4%

# Next records follow.
# Values run as follows: Rat MKP-3 inhibitors | Hsp70 displacement
CC(C)Nc1nc2n(c(=O)n1)CCN2C(C)C
    -18% | 7.4%
C[C@@]12CC(=O)NC1N(C(=O)c1ccccc1)C(c1ccccc1OC(=O)c1ccccc1)C2 (some centres undefined)
    . | 1.3%
O=C(C1CC1)N1CCN(C(c2ccccc2)c2ccccc2)CC1
    . | 3.2%
CCOC(=O)N1CCN(C(=O)CN(c2cccc(C(F)(F)F)c2)S(=O)(=O)c2ccccc2)CC1
    2% | -0.5%
COc1ccc(S(=O)(=O)N(CC(=O)Nc2cc(C)ccc2C)c2ccc(C)cc2)cc1OC
    0% | -3.8%
CCC(=O)Nc1ccc(NC(=O)c2ccc(OC)cc2)cc1
    3% | 2.7%
CC(=O)N1CCCc2cc(S(=O)(=O)N3CCN(C4CCCCC4)CC3)ccc21
    -1% | 2.3%
CC(C)(C)c1ccc(S(=O)(=O)N/N=C/c2ccc3c(c2)OCO3)cc1
    6% | 3.0%
COc1ccc2c(c1OC)C(=O)N(c1ccc(C)c(C)c1)C2=O
    . | 3.3%
C#CCOc1nc(N(c2ccccc2)c2ccccc2)nc(-n2c(C)nc3ccccc32)n1
    4% | -2.0%
CCC(=O)Nc1cccc2c1C(=O)N(C)C2=O
    . | 7.0%
CN(Cc1ccccc1)C(=O)c1nn2c(C(F)(F)F)c3c(nc2c1Cl)-c1ccccc1CC3
    5% | -1.6%
CCOC(=O)c1sc2ncnc(OC)c2c1C
    -6% | 19%
CC(=O)NS(=O)(=O)c1ccc(NC(=O)C(C)(C)C)cc1
    4% | -1.3%
CCOC(=O)c1c(NC(=O)OC)sc(C(=O)N(CC)CC)c1C
    2% | -4.5%

# Other compounds:
# Values run as follows: Rat MKP-3 inhibitors | Hsp70 displacement
Cc1cc([N+](=O)[O-])ccc1NC(=S)NC(=O)C(c1ccccc1)c1ccccc1
    . | -3.4%
COc1cc(/C=N/NC(=O)Cc2nnc(N)s2)cc(OC)c1OC
    0% | -1.1%
Cn1c2ccccc2c2c(C(=O)N3CCN(c4ccccn4)CC3)cn(C3CCCC3)c(=O)c21
    -2% | .
Cc1ccc(C(=O)Oc2ccc3c(-c4ccccc4)cc(=O)oc3c2)cc1
    -3% | -1.3%
COc1ccc(-c2cc3ccccc3n2CC(O)CN2CCN(CCO)CC2)cc1 (centres undefined)
    -1% | .
COc1cccc(-c2nc(CS(=O)(=O)CC(=O)NCc3ccc(Cl)cc3)c(C)o2)c1
    -10% | 1.8%
N#CCCn1ccc(NC(=O)c2ccc(Cl)cc2)n1
    -4% | 0.5%
Cc1sc2nc(SCC(=O)N3CCCC3)[nH]c(=O)c2c1C
    -5% | 5.5%
CCC(C)C(=O)Nc1nnc(-c2cccs2)s1 (centres undefined)
    -9% | -1.4%
Cc1ccc(-n2c(SCC(=O)N3CCOCC3)nnc2-c2cccnc2)cc1
    -12% | 1.2%
COc1cc(C2C(C#N)=C(N)Oc3c2oc(CO)cc3=O)ccc1OC(C)C (centres undefined)
    -8% | 0.7%
CCO/N=C(/C)c1c(O)c(C)c(-c2ccccc2)n(-c2ccccc2)c1=O
    . | 0.9%
Cc1nn(-c2ccccc2)c(Cl)c1C1C(C#N)=C(N)OC2=C1C(=O)CC(C)(C)C2 (centres undefined)
    -8% | 1.8%
Cc1ccc(NC(=O)NCc2ccc3c(c2)OCO3)cc1
    . | -8.4%
O=C(O)c1csc(Br)c1Br
    -10% | -1.1%

# Continued:
# Values run as follows: Rat MKP-3 inhibitors | Hsp70 displacement
CCOc1cccc(/C=N/NC(=O)CSc2nc3ccccc3[nH]2)c1O
    1% | 1.8%
C/C(=N\NS(=O)(=O)c1ccc(Br)cc1)c1cccs1
    . | -0.5%
O=C(NCCC1=CCCCC1)C1CCN(S(=O)(=O)c2cccc3cccnc23)CC1
    4% | -1.5%
CCCOc1ccc(Oc2cc(C)nc(SC)n2)nn1
    . | -0.4%
CCOC(=O)c1c(C)[nH]c(C(=O)Cn2nnc(-c3ccccc3Cl)n2)c1C
    -4% | -1.6%
Cc1cc(C(=O)CSc2nnc(-c3ccccc3)n2C)c(C)n1C
    1% | 2.8%
Cc1nc(N2CCN(c3ccccc3)CC2)c2c3c(sc2n1)CCC3
    -10% | -0.5%
COc1ccc(N2CCN(C(=O)c3cn(C4CCCC4)c(=O)c4c3c3ccccc3n4C)CC2)cc1
    7% | .
COc1ccc(CN2CCN(C(=O)c3ccc([N+](=O)[O-])cc3)CC2)cc1OCc1ccccc1
    3% | -6.1%
COc1ccc(C2(C(N)=O)CCCCC2)cc1OC
    -15% | -6.5%
O=S(=O)(NCc1cn2ccsc2n1)c1ccc2c(c1)OCCO2
    -5% | -0.6%
Cc1csc(SCC(=O)N2CCN(S(=O)(=O)c3ccccc3)CC2)n1
    -2% | 0.4%
O=C(Nc1ccc2nsnc2c1)c1cccs1
    -4%&3% | 4.9%&2.8%
Cc1cc(=O)[nH]c(SCC(=O)N2CCOCC2)n1
    -1% | 0.2%
CCOC(=O)c1ccc(NC(=O)CSc2nnc(CNC(=O)c3ccccc3F)o2)cc1
    5% | .

# Further entries
# Values run as follows: Rat MKP-3 inhibitors | Hsp70 displacement
CCC(C)(C(=O)NC1CCCC1)N(Cc1cccs1)C(=O)Cc1cccs1 (centres undefined)
    -4% | .
COc1ccc(CNCc2cc3c(C(C)(C)C)nn(-c4ccccc4)c3[nH]c2=O)cc1
    . | -0.2%
CN1CCN(CC(=O)N2c3ccccc3C(=O)Nc3cccnc32)CC1
    -6% | -1.0%
COc1ccccc1-c1cc(C)nc(N)c1C#N
    0% | 3.6%
O=C1CC(N2CCN(c3ccccn3)CC2)C(=O)N1CC(c1ccccc1)c1ccccc1 (centres undefined)
    . | 0.0%
CCn1cc(C(=O)N(CCCN2CCOCC2)Cc2ccco2)c(=O)c2ccc(C)nc21
    . | 4.8%
Cc1cc(C)c2[nH]c(=O)c(CN(CC3CCCO3)C(=O)c3cnccn3)cc2c1 (centres undefined)
    -6% | 0.7%
Cc1cc(Cl)c(S(=O)(=O)Nc2ccc3c(c2)OCO3)cc1OCC(N)=O
    -10% | 7.1%
NC(=O)CSc1nnc(-c2cccnc2)n1CCc1ccccc1
    -10% | 0.8%
N#CN=C1SCCS1
    0% | 4.0%
CC(C)c1nc(N2CCN(C(=O)c3ccco3)CC2)c2c3c(sc2n1)CCCC3
    14% | -2.3%
CCCCNC(NCCCC)=C(S(=O)(=O)CC)S(=O)(=O)CC
    -5%&0% | -0.5%&-5.6%
CCOC(=O)Cn1nc(-c2ccc(Cl)cc2)cc1N
    0% | -2.0%
CN(C)c1ccc(-c2ccncc2)cc1
    -5% | 0.5%
Cn1c(=O)oc2cc(S(=O)(=O)NCCCN3CCCC3=O)ccc21
    2% | 0.8%

# The listing continues:
# Values run as follows: Rat MKP-3 inhibitors | Hsp70 displacement
O=C(Nc1nn[nH]n1)C12CC3CC(CC(C3)C1)C2
    . | -1.7%
CCOc1ccc(CCNC(=O)C(O)c2ccccc2)cc1 (centres undefined)
    6% | -2.2%
CCOc1ccccc1N(CC(=O)Nc1ccccc1C(=O)NCc1ccco1)S(C)(=O)=O
    -11% | 2.3%
c1coc(CN(Cc2ccco2)c2ncnc3c2oc2ccccc23)c1
    . | -4.5%
CS/C(=N\S(=O)(=O)c1ccc(Cl)cc1)c1ccccc1
    0% | 5.9%
O=C(CCc1ccccc1)NC1CCSC1=O (centres undefined)
    -5% | 2.0%
COc1cc(-c2noc(CCC(=O)Nc3cccnc3)n2)cc(OC)c1OC
    -18% | -7.3%
O=C(CC1SC(N2CCCCC2)=NC1=O)Nc1cccc(C(=O)O)c1 (centres undefined)
    -3% | 2.6%
CCCCOc1ccc(NC(=O)CSc2nnc(-c3cccc(F)c3)n2-c2ccccc2)cc1
    4% | 3.7%
CCCOC(=O)c1ccc(NS(=O)(=O)c2cccs2)cc1
    -5% | 3.1%
CCOc1ccc(C2C=C(Nc3ccccc3)C(=O)N2c2ccccc2)cc1 (centres undefined)
    -1% | -3.0%
CCN(Cc1cc2cc(OC)ccc2[nH]c1=O)C(=O)Cc1ccc(OC)cc1
    2% | -5.8%
CCC(C(=O)Nc1ccc(C)cc1)c1ccccc1 (centres undefined)
    -9% | -1.8%
O=[N+]([O-])c1ccc(-c2ccc(N=Cc3nc(-c4ccccc4)oc3O)cc2)cc1
    1% | 5.5%
CCOC(=O)c1nnn(-c2nonc2N)c1-c1ccc(C)cc1
    . | 4.6%

# Three compounds out of the list above, ordered by the number in Rat MKP-3 inhibitors, highest first.
# Values run as follows: Rat MKP-3 inhibitors | Hsp70 displacement
CCOc1ccc(CCNC(=O)C(O)c2ccccc2)cc1 (centres undefined)
    6% | -2.2%
CCN(Cc1cc2cc(OC)ccc2[nH]c1=O)C(=O)Cc1ccc(OC)cc1
    2% | -5.8%
CCC(C(=O)Nc1ccc(C)cc1)c1ccccc1 (centres undefined)
    -9% | -1.8%

# Next section:
# Values run as follows: Rat MKP-3 inhibitors | Hsp70 displacement
C#Cc1cccc(N2C(=O)c3c(Br)c(Br)c(Br)c(Br)c3C2=O)c1
    -1% | -0.3%
COC(=O)c1c(NC(=O)C2CC=CCC2C(=O)O)sc2c1CCC(C)C2 (centres undefined)
    2% | 5.9%
COc1ccc(OCC(=O)Nc2cc(-c3nc4ccccc4o3)ccc2C)cc1
    0% | 2.4%
COc1cc(OC)c(C(=O)Nc2ccc(N(C)C)cc2)cc1OC
    -6% | 6.9%
COCCNCCOc1cccc(Cl)c1Cl
    -1% | -6.4%
Cc1cc(OCC(=O)NCCN2CCOCC2)ccc1Br
    -4% | -6.1%
COc1cccc(NC(=O)CCCOc2ccc(Cl)cc2Cl)c1
    0% | 2.4%
O=S(=O)(Nc1nc2ccccc2nc1NCc1ccco1)c1ccccc1
    -3% | -4.6%
CCOC(=O)c1c(NC(=O)c2ccc(Br)o2)sc(C)c1CC
    -25% | -6.7%

# An excerpt (hit frequency here may not be typical).
